Screening results as filed in PubChem BioAssay.
CSN inh = inhibitors of CSN-mediated cullin deneddylation, primary screen, biochemical, fluorescence polarization, uHTS; COP9 signalosome complex subunit 5 (Homo sapiens), Q92905; Purified CSN, SCF-Nedd8-OG deneddylation; inhibition, % at 12.5 µM; 360,000 tested, 0.38% active; AID 651999, 2013;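 active means pattern-corrected inhibition above about 35%, with an unprinted fluorescence ratio check between 0.5 and 1.5, limit read from the data, passing the limit was not always enough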;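 further: 0% = enzyme with substrate and 100% = substrate without enzyme; some results filed as inactive read as strong as hits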
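Assay system: Purified human Csn5 enzyme expressed in HEK293T cells | Amount: Enzyme 0.24 nM | Measured by: Fluorescence polarization readout | Medium: Tris/NaCl/DTT buffer, pH 7.5 | Compound dosing: One concentration, 12.5 µM, 0.25% DMSO | Times: 90 min incubation of compound, enzyme and substrate at room temperature | Control set: no-enzyme wells high, enzyme-with-substrate wells low | Read-out: % inhibition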
Rpn11 block = Rpn11 (PSMD14) deubiquitinase inhibitors, primary screen, biochemical, fluorescence polarization, uHTS. 26S proteasome non-ATPase regulatory subunit 14 (Homo sapiens), O00487. human 26S proteasome, Ub4-pepOG fluorescence polarization; 20S core pre-blocked with epoxomicin. calls only at 20 µM. 360,000 tested, 0.59% active. AID 588493, 2011;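 active means inhibition at 20 µM, scaled to each plate's controls, above about 33%, limit read from the data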
Rin1-Abl PPI inh = inhibitors of Rin1-Abl protein binding, primary screen, biochemical, TR-FRET; Tyrosine-protein kinase ABL1 (Homo sapiens) + Ras and Rab interactor 1 (Homo sapiens), …; inhibition, % at 7.35 µM; 360,000 tested, 0.4% active; in the data active means inhibition above about 5%, passing the limit was not always enough
Target sequence (P00519 whole entry, looked up): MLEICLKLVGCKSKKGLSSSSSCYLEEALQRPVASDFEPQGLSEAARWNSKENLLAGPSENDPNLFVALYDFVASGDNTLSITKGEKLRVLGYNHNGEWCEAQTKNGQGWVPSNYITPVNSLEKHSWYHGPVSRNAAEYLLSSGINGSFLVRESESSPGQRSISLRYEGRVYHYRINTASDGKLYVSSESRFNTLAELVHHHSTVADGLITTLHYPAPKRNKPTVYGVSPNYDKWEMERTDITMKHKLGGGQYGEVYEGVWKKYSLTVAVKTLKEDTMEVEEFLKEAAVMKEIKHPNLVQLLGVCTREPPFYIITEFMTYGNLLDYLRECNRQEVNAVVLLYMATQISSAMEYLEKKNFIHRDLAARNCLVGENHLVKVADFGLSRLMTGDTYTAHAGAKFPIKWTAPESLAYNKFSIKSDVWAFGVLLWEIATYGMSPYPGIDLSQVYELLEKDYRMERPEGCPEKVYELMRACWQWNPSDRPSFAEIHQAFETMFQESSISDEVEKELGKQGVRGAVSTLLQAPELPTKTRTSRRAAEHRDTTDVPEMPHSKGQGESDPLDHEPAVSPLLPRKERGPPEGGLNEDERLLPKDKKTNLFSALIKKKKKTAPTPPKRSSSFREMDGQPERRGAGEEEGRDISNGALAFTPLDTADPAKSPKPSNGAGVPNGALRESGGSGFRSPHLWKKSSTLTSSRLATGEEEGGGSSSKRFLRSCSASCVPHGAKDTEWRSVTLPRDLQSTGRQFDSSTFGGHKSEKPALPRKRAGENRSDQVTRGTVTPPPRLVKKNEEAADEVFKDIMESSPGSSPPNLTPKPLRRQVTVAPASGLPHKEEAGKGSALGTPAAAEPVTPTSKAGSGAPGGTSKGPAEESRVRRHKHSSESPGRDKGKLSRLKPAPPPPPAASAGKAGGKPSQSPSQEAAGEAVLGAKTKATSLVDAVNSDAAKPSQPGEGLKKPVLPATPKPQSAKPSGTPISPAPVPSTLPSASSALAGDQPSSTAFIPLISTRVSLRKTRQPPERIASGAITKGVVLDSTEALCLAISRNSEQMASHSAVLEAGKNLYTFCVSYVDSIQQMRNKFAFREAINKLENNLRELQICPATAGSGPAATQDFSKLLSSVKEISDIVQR
Target sequence (Q13671 whole entry, looked up): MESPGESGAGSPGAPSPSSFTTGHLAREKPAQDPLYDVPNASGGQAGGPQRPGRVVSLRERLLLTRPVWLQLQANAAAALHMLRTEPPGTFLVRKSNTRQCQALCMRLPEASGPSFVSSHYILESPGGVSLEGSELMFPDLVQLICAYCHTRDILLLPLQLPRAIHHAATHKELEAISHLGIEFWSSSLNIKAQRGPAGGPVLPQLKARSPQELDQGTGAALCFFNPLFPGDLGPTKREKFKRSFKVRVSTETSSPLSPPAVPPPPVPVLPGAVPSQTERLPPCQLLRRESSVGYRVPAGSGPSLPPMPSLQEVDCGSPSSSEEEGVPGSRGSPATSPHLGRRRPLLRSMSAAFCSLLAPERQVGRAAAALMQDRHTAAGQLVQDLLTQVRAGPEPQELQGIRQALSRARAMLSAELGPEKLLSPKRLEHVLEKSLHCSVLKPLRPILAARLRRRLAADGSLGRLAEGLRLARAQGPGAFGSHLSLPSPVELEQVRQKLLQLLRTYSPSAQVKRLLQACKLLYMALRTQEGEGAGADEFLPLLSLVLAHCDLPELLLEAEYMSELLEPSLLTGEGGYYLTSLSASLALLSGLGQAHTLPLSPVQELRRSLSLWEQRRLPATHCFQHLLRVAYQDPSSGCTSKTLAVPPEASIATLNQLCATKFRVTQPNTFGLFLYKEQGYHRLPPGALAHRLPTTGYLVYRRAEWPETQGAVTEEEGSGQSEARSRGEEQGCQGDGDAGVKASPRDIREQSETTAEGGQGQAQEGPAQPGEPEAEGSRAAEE
MLLE-PAM2 inh = inhibitors of PABP1 MLLE–PAM2 peptide binding, primary screen, biochemical, fluorescence polarization, FITC-PAM2, GST-MLLE; Polyadenylate-binding protein 1 (Homo sapiens), P11940; inhibition, % at 20 µM; 360,000 tested, 0.36% active; AID 588489, 2011; in the data active means inhibition above about 35%, passing the limit was not always enough;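 further: plate controls were DMSO wells with GST-MLLE for no effect and wells lacking GST-MLLE protein for full effect; some results filed as inactive read as strong as hits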
FAS TE block = FAS thioesterase domain inhibitors, primary screen, biochemical, fluorescence intensity, uHTS; Fatty acid synthase (Homo sapiens), P49327; recombinant FAS-TE, OMFH fluorogenic substrate, fluorescence endpoint; inhibition, % at 15 µM; 360,000 tested, 0.67% active;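 active means compounds whose normalised, plate-corrected inhibition of enzyme fluorescence in the single-dose primary screen is 50% or more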;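 further: 0% = DMSO with enzyme and 100% = substrate without enzyme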
NadD inh = inhibitors of S. aureus NadD, primary screen, biochemical, colorimetric, uHTS | purified NadD enzyme, colorimetric absorbance read-out | 360,000 tested, 0.78% active | Nicotinate-nucleotide adenylyltransferase NadD (Staphylococcus aureus N315) | inhibition, % at 20 µM; in the data active means inhibition above about 26%; further: some compounds past the cut are filed as inactive
Neddyl block = inhibitors of cullin neddylation, primary screen, biochemical, TR-FRET, uHTS, NAE and Ubc12 | NEDD8-conjugating enzyme Ubc12 (Homo sapiens) + NEDD8-activating enzyme E1 regulatory … | calls only at 25 µM | 360,000 tested, 0.58% active | AID 651699, 2012; in the data active means inhibition above about 36%
MT1-MMP act inh = blockers of MT1-MMP proenzyme processing, primary screen, HT1080 RFP-PRO-GFP cells, GFP/RFP fluorescence. Matrix metalloproteinase-14 (Homo sapiens), P50281. GFP/RFP ratio fluorescence, overnight; percent of plate control window, DMSO zero. GFP/RFP ratio change, % at 20 µM. 360,000 tested, 0.061% active;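 active means GFP/RFP ratio change of at least 30% with cell ATP level not reduced by more than half and red fluorescence within 50% of control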; further: strong numbers were not always called active
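Material: RFP-PRO-GFP reporter HT1080 cells. Dosing: single-point 20 µM compound, 1% DMSO. Controls: DMSO and RFP-L50D-GFP cell wells. Timing: cells overnight before dosing, compound overnight, 37 °C, 5% CO2. Measure: GFP/RFP fluorescence ratio.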
SKN-1 inh = suppressors of acrylamide-induced Pgst-4::GFP reporter in worms, primary screen, SKN-1 inhibitor project, whole organism, uHTS, GFP/RFP fluorescence ratio, strain VP596; C. elegans VP596 Pgst-4::GFP/RFP ratio, 24 h; inhibition, % at 21.8 µM; 360,000 tested, 0.49% active; AID 624304, 2012;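 active means interference check ratio from 0.5 to 1.5 plus GFP to RFP signal ratio inhibition reaching or exceeding a fixed threshold, cut at about 30% in these data, passing the limit was not always enough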; further: some compounds called inactive have numbers as strong as hits
Active calls of the source: *; i = inactive; nt = not tested or not shown; + = active, no number; & = joins results of further samples.

SMILES	CSN inh	Rpn11 block	Rin1-Abl PPI inh	MLLE-PAM2 inh	FAS TE block	NadD inh	Neddyl block	MT1-MMP act inh	SKN-1 inh
O=C1c2ccccc2C(=O)N1CCCCN(C(=O)c1ccc(Cl)s1)c1ccc(Cl)cc1	3	i	-2	-13	30	-5	i	-10	6
C=CCn1c(OCc2ccccc2)n[nH]c1=S	0	i	2	-20	0	-4	i	9	7
Cn1nc([N+](=O)[O-])nc1Sc1nnnn1-c1cccc(C(=O)O)c1	-5	i	-2	-8	-5	-4	i	1	-4
O=C(COC(=O)c1cc[n+]([O-])cc1)NCc1ccccc1Cl	9	i	1	-3	-10	-7	i	1	5
O=C1CC(NCc2ccco2)C(=O)N1CCc1ccccc1 (stereo not given)	1	i	2	-4	-3	-1	i	3	3
CCCCNC(=O)Cn1cnc2c(cnn2-c2ccc(C)c(C)c2)c1=O	5	i	1	5	-6	-7	i	3	7
CC(C)(C)OC(=O)C[C@@H]1C/C=C\C[C@H](CC(=O)NCCO)C(=O)N[C@H](Cc2ccccc2)COC1=O	-3	i	3	-6	-13	-9	i	-2	-10
Cc1csc2nc(O)c(C(=O)NCCCN3CCCC3=O)c(=O)n12	-3	i	3	4	-2	-3	i	4	-16
C#CCOCCOCCOCCNc1nc(N2CCN(C(=O)[C@H]([C@@H](C)CC)n3cc([C@@H](N)CO)nn3)CC2)nc(N2CCN(C(=O)[C@H](CCCCN)n3cc([C@@H](N)CO)nn3)CC2)n1	1	i	3	0	-10	-3	i	11	-7
Cn1c(SCC(=O)NNC(=O)Cc2ccccc2)nnc1-c1ccc(Cl)cc1	-1	i	0	-9	-6	0	i	-2	-10
COc1ccc(NC(=O)C(=O)NCC2CCCN2S(=O)(=O)c2ccc(C)cc2)cc1 (stereo not given)	4	i	3	3	7	-3	i	15	-6
COCCn1c(SCC(=O)/C=C2\N(C)c3ccccc3C2(C)C)nnc1-c1ccncc1	7	i	6	-39	-5	0	i	25	56
O=C(NCc1ccccc1)c1ccc(F)c(F)c1	-10	i	0	1	-10	2	i	-1	2
Cc1ccc(C)c(S(=O)(=O)ON2C(=O)c3ccccc3C2=O)c1	1	i	-1	1	83*	-1	i	6	-5
CCn1ccnc1CN(C)Cc1nc(-c2ccccc2)no1	0	i	-2	1	-2	-5	i	0	-7
CCCC(=O)N1CCC1(C)C(=O)Nc1ncc(C(=O)OC)s1 (stereo not given)	-1	i	-11	1	-4	0	i	1	-4
CC(=O)Nc1ccc(Nc2nc(-c3ccccc3)nc3ccccc23)cc1	5	i	4	-4	20	-3	nt	4	16
Cc1ccc(NC(=O)COC(=O)c2ccc(OC(F)F)cc2)cc1S(=O)(=O)N1CCCCC1	1	i	4	3	30	-9	i	-1	2
Cc1c(C(=O)NC2CCCc3ccccc32)oc2ccc(S(=O)(=O)N3CCOCC3)cc12 (stereo not given)	5	i	3	14	15	6	i	4	4
CCN(CCS(=O)(=O)c1ccc(Br)cc1)Cc1nc2ccccc2c(=O)[nH]1	-7	i	1	-9	2	3	i	-6	-4

Next part; the last 4 above are carried over.
SMILES	CSN inh	Rpn11 block	Rin1-Abl PPI inh	MLLE-PAM2 inh	FAS TE block	NadD inh	Neddyl block	MT1-MMP act inh	SKN-1 inh
CC(=O)Nc1ccc(Nc2nc(-c3ccccc3)nc3ccccc23)cc1	5	i	4	-4	20	-3	nt	4	16
Cc1ccc(NC(=O)COC(=O)c2ccc(OC(F)F)cc2)cc1S(=O)(=O)N1CCCCC1	1	i	4	3	30	-9	i	-1	2
Cc1c(C(=O)NC2CCCc3ccccc32)oc2ccc(S(=O)(=O)N3CCOCC3)cc12 (stereo not given)	5	i	3	14	15	6	i	4	4
CCN(CCS(=O)(=O)c1ccc(Br)cc1)Cc1nc2ccccc2c(=O)[nH]1	-7	i	1	-9	2	3	i	-6	-4
COC(=O)c1ccc(NC(=O)COc2ccc(S(=O)(=O)NC(C)C)cc2)cc1	2	i	3	0	-10	-4	i	3	3
COc1cccc(CN2CCC(C(=O)Nc3ccc(Oc4cccnc4)cc3)CC2)c1	4	i	-2	-2	-2	1	i	4	-2
Cc1[nH]nc(N=CC2=C(O)CC(C)(C)CC2=O)c1-c1ccc(Cl)cc1	2&2	i	4&-2	-10&-13	11&18	2&-1	i	1&5	8&7
CSc1sc2ccccc2[n+]1CCCS(=O)(=O)[O-]	-1	i	1	26	-12	2	i	2	-3
COc1ccc(/C=C2/C(=O)ON=C2C)cc1Br	4	i	-1	-47	-2	2	i	0	19
O=C(CSc1nnc(SCc2ccc(Cl)cc2)s1)N1CCN(C(=O)c2ccco2)CC1	2	i	-2	-28	-2	-2	i	1	1
CCC1CCc2sc(C(=O)N(C)CC(=O)Nc3cccc(OC)c3)cc2C1 (stereo not given)	-5	i	-1	-4	27	-9	i	-1	8
Cc1[nH]c(C)c(S(=O)(=O)N(C)Cc2ccccc2)c1C(=O)N1CCCCC1	1	i	0	9	-7	-4	i	0	5
Cc1ccc(NC(=O)COC(=O)C2CCC2)cc1S(=O)(=O)N1CCCCC1	-1	i	6	18	-6	-6	i	2	0
CCCCS(=O)(=O)N1CCN(S(=O)(=O)c2cccs2)CC1	-1	i	-3	-1	1	-5	i	-2	-2
Cc1ccc(S(=O)(=O)N2[C@H](CC(=O)c3ccccc3)OC[C@@H]2C)cc1	-3	nt	nt	nt	nt	nt	i	3	-4
Cc1ccc(N(C)S(=O)(=O)c2ccc(C)cc2)cc1	-1	i	3	-10	8	7	i	-1	21
C/C(N)=C(/C#N)C(=O)COC(=O)CNS(=O)(=O)c1c(F)cccc1F	0	i	0	3	-10	1	i	1	0
O=C(CSc1nnc(-c2ccc(F)cc2)c2ccccc12)NCC1CCCO1 (stereo not given)	4	i	2	-27	-6	-6	i	-3	-6
CC1C(=O)N(Cc2cn(CC3CCCCC3)nn2)CCS(=O)(=O)N1Cc1ccc(-c2cccc(N(C)C)c2)cc1 (stereo not given)	9	i	-2	2	18	23	i	-7	-1
Cc1cccc(NC(=O)c2c(C)nc3ccccn23)c1	2	i	-4	0	-4	6	i	nt	19
O=C(O)CN1C(=O)/C(=C\c2cccc(OCc3ccccc3F)c2)SC1=S	6	i	6	11	-5	0	i	1	6
CCOc1ccc(NC(=O)CCCCn2c(=O)[nH]c3ccsc3c2=O)cc1	-1	i	1	-4	2	0	i	1	11
COc1ccc(CCNC(=O)c2ccc3nc(N4CCCCC4)sc3c2)cc1OC	0	i	-1	18	-1	-5	i	1	0
COCCNC(=O)C(c1ccc(OC)cc1)N(CCOC)C(=O)CCC(=O)Nc1nccs1 (stereo not given)	1	i	2	3	0	-4	i	6	-3
COc1cc(/C=N/NC(=O)c2ccoc2C)cc(OC)c1OC	1	i	-2	-4	-4	-4	i	9	9
COC(=O)c1oc2ccc(OC)cc2c1N	1	i	-3	3	-8	0	i	2	16
C/C(=N/OCO/N=C(\C)c1ccccc1F)c1ccccc1F	1	i	0	9	24	-6	i	-5	6
O=C(c1ccc(Br)s1)N1CCN(c2ccccn2)CC1	-3	i	-2	-2	-3	-1	i	1	12
O=C(CC(NC(=O)c1ccccc1Cl)c1ccccc1)NCCc1ccc(Cl)cc1 (stereo not given)	3	i	-4	-17	-15	-6	i	-1	-2
COc1ccc(-c2c(C)n([O-])c(C)c(C)[n+]2=O)cc1OC	-1	i	-1	7	-12	-5	i	1	-9
CCOc1ccc(C(CC(=O)O)n2cnnn2)cc1OC (stereo not given)	-8	i	-2	8	0	0	i	-7	1
CC(=O)c1cccc(-c2ccnc3c2CC(C(=O)Nc2cccnc2)O3)c1 (stereo not given)	-4	i	-3	5	-1	-1	i	-1	0
O=S(=O)(Nc1ccc2ccccc2n1)c1ccccc1	3	i	-2	-2	-3	-2	i	-1	7
CC(NC(=O)c1ccc(OC2CCN(Cc3ccccn3)CC2)cc1)c1nccs1 (stereo not given)	3	i	-1	1	-5	5	i	-1	4
O=C(Nc1nnc(S(=O)(=O)N2CCCCCC2)s1)c1ccccc1	3	i	-1	-21	-9	3	i	4	2
COCCOC(=O)C1=C(C)NC(SCC(=O)NC(C)(C)C)=C(C#N)C1c1ccco1 (stereo not given)	0	i	3	-2	3	0	i	3	-5
CCn1c2ccccc2c2cc(NC(=O)c3cccc([N+](=O)[O-])c3)ccc21	-2	i	-2	-7	25	6	i	6	11
Clc1cccc(Cl)c1C1=NOC(c2nnc(-c3ccccc3)o2)C1 (stereo not given)	0	i	0	-6	8	-5	i	4	13
COc1cc(Cl)c(C)cc1NC(=O)CSc1nnc(-c2ccccn2)n1Cc1ccco1	-1	i	-5	-10	28	4	i	11	-11
COc1ccc(Cl)cc1-n1c(C)cc(C(=O)OCC(=O)N2CC(=O)Nc3ccccc32)c1C	-8	i	-3	4	12	9	i	-4	6
CCOC(=O)c1c(N)c(C#N)c2n1CCCCC2	-5	i	-1	5	-7	1	i	-9	10
O=C(O)CCCCCN1C(=O)/C(=C/c2cn(-c3ccccc3)nc2-c2cccs2)SC1=S	92*	+	1	-24	-45	31*	i	1	5
Cc1ccc(S(=O)(=O)N/N=C/c2ccc(OC3CSC3)cc2)cc1	0	i	-3	-38	17	5	i	0	-4
COc1ccc([C@H]2CC(=O)C=C(/C=C/c3ccccc3)C2)cc1	1	i	2	6	38	-5	i	4	-1
Cc1ccc(C(=O)N/C(=C\c2ccccc2F)c2nc(=S)[nH][nH]2)cc1	-8	i	4	28	-2	4	i	4	18
CC(C)CCNC(=O)CN(C(=O)CCC(=O)Nc1ccccn1)c1ccc2c(c1)OCCO2	-4	i	-2	0	-6	1	i	-4	6
CC1CCc2ccccc2N1C(=N)N(C)C (stereo not given)	5	i	4	-7	-4	-8	i	2	-4
COc1ccccc1NC(=O)Cn1c(C)cc(=O)c2cccc(OC)c21	-1	i	-2	9	-2	-9	i	-1	15
COc1ccc(CCNC(=O)C(=O)NCCOc2ccccc2)cc1OC	3	i	2	-4	-15	1	i	1	2
O=C(Cc1cccs1)Nc1ccc(NC(=O)c2ccco2)cc1	2	i	4	-4	-6	-1	i	3	-8
CC(=O)C1(O)CCC2C3CCC4CC(=O)CCC4(C)C3C(=O)CC21C (stereo not given)	-5	i	1	0	-7	-1	i	-2	-15
O=C(NCc1cccnc1)c1cc2ccccc2oc1=O	0	i	-2	21	-5	1	i	5	-18
CCOc1ccc2ccccc2c1C1NC(=S)N(C)C(C)=C1C(=O)OC (stereo not given)	2	i	2	7	0	-7	i	8	4
